PAFAH2 FP inh: PAFAH2 enzyme inhibitors, primary screen, biochemical, fluorescence polarization, human. Platelet-activating factor acetylhydrolase 2, cytoplasmic (Homo sapiens), Q99487. recombinant PAFAH2, FP-rhodamine activity probe. inhibition, % at 3.39 µM. 0.99% of 340,000 active. AID 492956, 2010;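 active = inhibition above the mean over all tested compounds plus 3 SD, cut at about 30% in these data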;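 note: inhibitors block probe labeling of enzyme so polarization drops; 0% = enzyme with DMSO and 100% = wells lacking PAFAH2 protein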
PAD4 inh: human PAD4 inhibitors, primary screen, biochemical, fluorescence polarization, 1536-well format. Protein-arginine deiminase type-4 (Homo sapiens), Q9UM07. recombinant PAD4, RCA probe fluorescence polarization. inhibition, % at 6.36 µM. 0.41% of 330,000 active;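 active = percent inhibition above a cutoff equal to the mean of all tested compounds plus 3 SD, cut at about 15% in these data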;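 note: 0% = PAD4 with RCA probe and DMSO and 100% = probe without PAD4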
PAFAH1B2 inh: PAFAH1B2 enzyme inhibitors, primary screen, biochemical, fluorescence polarization, human; Platelet-activating factor acetylhydrolase IB subunit alpha2 (Homo sapiens), P68402; recombinant PAFAH1B2, FP-rhodamine activity probe; inhibition, % at 3.39 µM; 1.2% of 340,000 active;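 active = inhibition above the mean of all tested compounds plus 3 SD, cut at about 24% in these data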;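 note: 0% = enzyme with DMSO and 100% = wells lacking PAFAH1B2; many of its hits are not listed in these tables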
PAFAH1B3 inh: PAFAH1B3 enzyme inhibitors, primary screen, biochemical, fluorescence polarization, human. Platelet-activating factor acetylhydrolase IB subunit alpha1 (Homo sapiens), Q15102. recombinant PAFAH1B3, FP-rhodamine probe. inhibition, % at 3.39 µM. 0.28% of 340,000 active. AID 492972, 2010;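 active = inhibition above the screen-wide average of all tested compounds plus 3 SD, cut at about 25% in these data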;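 note: 0% = enzyme with DMSO only and 100% = wells lacking PAFAH1B3 protein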
pPAFAH inh: pPAFAH enzyme inhibitors, primary screen, biochemical, fluorescence polarization, human; Platelet-activating factor acetylhydrolase (Homo sapiens), Q13093; recombinant pPAFAH, FP-rhodamine probe fluorescence polarization; inhibition, % at 3.39 µM; 1.5% of 330,000 active; AID 463082, 2010;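 active = inhibition above the mean inhibition across the screen plus 3 SD, cut at about 25% in these data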;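 note: inhibitors block binding of the rhodamine activity-based probe so polarization drops; 0% = enzyme with DMSO and 100% = wells lacking pPAFAH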
The depositor's hits bear a star; · = not tested or not shown; & = joins results of further samples. Not all compounds are listed. The share of hits here may be higher or lower than overall.

SMILES | PAFAH2 FP inh | PAD4 inh | PAFAH1B2 inh | PAFAH1B3 inh | pPAFAH inh
C=C(C=O)C[C@@H]1C[C@H](O)C2OC3C[C@]4(C)OC5/C=C\CC6OC7C(CC=CCC6OC5CCCC4OC3CC2O1)OC1CC2OC3CC(=O)OC3C[C@@H](C)C[C@@]2(C)OC1C[C@@H]7C (stereo partly specified) | · | 4 | · | · | 3
O=C1C(=Cc2ccccc2)N2CCC1CC2 | -2 | · | 5 | 9 | ·
CC1=NNC(=O)C1Br (stereo unspecified) | 6 | · | 1 | 5 | ·
Cc1ccccc1C(=O)N1CC1C (stereo unspecified) | 0 | · | 4 | 8 | ·
COc1ccc(-c2nn(CCC#N)cc2C(=O)Nc2cccc([N+](=O)[O-])c2)cc1OC | 5 | · | -3 | 6 | ·
CCOC(=O)CC1c2ccccc2-n2nncc2CN1Cc1ccc(OC)cc1 (stereo unspecified) | 1 | · | -1 | 6 | ·
CCC1CN1P(=O)(c1ccccc1)N1CC1CC (stereo unspecified) | -1 | · | 4 | -2 | ·
CCC1C2Cc3ccc(O)cc3C1(CC)CCN2C (stereo unspecified) | 1 | · | 1 | 5 | ·
Cc1ccc2c(c1)N(CCC(=O)N1CCC3(CC1)OCCO3)C(=O)C(C)O2 (stereo unspecified) | 4 | · | 4 | 5 | ·
N[C@@H](Cc1c[nH]c2ccccc12)c1nnc(SCc2ccc(F)cc2)o1 | -6 | · | 3 | -5 | ·

Five entries from above, arranged by molar mass, low to high:
SMILES | PAFAH2 FP inh | PAD4 inh | PAFAH1B2 inh | PAFAH1B3 inh | pPAFAH inh
Cc1ccccc1C(=O)N1CC1C (stereo unspecified) | 0 | · | 4 | 8 | ·
O=C1C(=Cc2ccccc2)N2CCC1CC2 | -2 | · | 5 | 9 | ·
CCC1CN1P(=O)(c1ccccc1)N1CC1CC (stereo unspecified) | -1 | · | 4 | -2 | ·
N[C@@H](Cc1c[nH]c2ccccc12)c1nnc(SCc2ccc(F)cc2)o1 | -6 | · | 3 | -5 | ·
C=C(C=O)C[C@@H]1C[C@H](O)C2OC3C[C@]4(C)OC5/C=C\CC6OC7C(CC=CCC6OC5CCCC4OC3CC2O1)OC1CC2OC3CC(=O)OC3C[C@@H](C)C[C@@]2(C)OC1C[C@@H]7C (stereo partly specified) | · | 4 | · | · | 3

Going on with the list.
SMILES | PAFAH2 FP inh | PAD4 inh | PAFAH1B2 inh | PAFAH1B3 inh | pPAFAH inh
COc1cccc2c1C(=O)c1c(O)c3c(c(O)c1C2=O)CC(O)(C(C)=NO)CC3OC1CC(N)C(O)C(C)O1 (stereo unspecified) | 42* | · | 45* | 30* | ·
COc1c(O)cc2c(c1OC)-c1ccc(SC)c(=O)cc1C(NC(C)=O)CC2 (stereo unspecified) | 0 | · | 1 | 0 | ·
CC1CCN(C(CC(=O)c2ccccc2)C(=O)c2ccccc2)CC1 (stereo unspecified) | 1 | · | 4 | -6 | ·
COc1cc(C2c3cc4c(cc3CC3COC(=O)C32)OCO4)cc(OC)c1O (stereo unspecified) | 5 | · | 0 | -1 | ·
CCOC(=O)c1cnc(SCc2ccc(Cl)c(Cl)c2)nc1N1CC1 | -8 | · | 0 | 1 | ·
O=C1NC(=O)C(Cc2ccccc2)(Cc2ccccc2)C(=O)N1Cc1ccccc1 | 6 | · | 14 | -4 | ·
CCOC(=O)CC(SP1(=S)OCC2(CCCCO2)C(C2CCCCO2)O1)C(=O)OCC (stereo unspecified) | -1 | · | 1 | 6 | ·
COc1cc2c(cc1OC)C13CCN4CC5=CCOC6CC(=O)N2C1C6C5C3C4 (stereo unspecified) (tested in a mixture with another compound) | 5 | · | 3 | 14 | ·
CN1CCN(c2ncnc(Cl)c2N)CC1 | 1 | · | 3 | 5 | ·
CC12C(C(=O)O)C1(c1ccccc1)C2C(=O)O (stereo unspecified) | 8 | · | 6 | 3 | ·
CC1CNCCN1c1ccc(Cl)cc1 (stereo unspecified) | -3 | · | -5 | 12 | ·
CN1Cc2cnnn2-c2ccccc2C1c1ccccc1 (stereo unspecified) | 1 | · | 7 | 9 | ·
O=C(C[N+]12CCC(CC1)C(O)C2)c1ccc(Br)cc1 (stereo unspecified) | 2 | · | -4 | 4 | ·
COC(=O)C1C(C(=O)O)C2(Cl)C(Cl)=C(Cl)C1(Cl)C2(Cl)Cl (stereo unspecified) | 13 | · | 12 | 4 | ·
Cc1cc(C)c(C)c(C(O)(C(=O)O)c2ccccc2)c1C (stereo unspecified) | 4 | · | 0 | 5 | ·
Cc1ccc(S(=O)(=O)N2Cc3ccccc3-n3nncc3C2)cc1 | 10 | · | 6 | 3 | ·
O=C1NC(=S)NC(=O)C1=Cc1cccc2cc3ccccc3cc12 | 20 | · | 0 | 12 | ·
C=CCCC1(C(C)C)C(=O)NC(=S)NC1=O | 7 | · | 3 | -4 | ·
C[C@]12CCC3C(CC[C@H]4[C@H](O)[C@H](O)CC[C@]34C)C1CCC2=O (stereo partly specified) | 0 | · | 1 | 5 | ·
CCCCN1C(=O)/C(=C/C=C/c2ccco2)C(=O)NC1=S | -29 | · | -22 | -52 | ·

The last 4 compounds of the part above open the next one.
SMILES | PAFAH2 FP inh | PAD4 inh | PAFAH1B2 inh | PAFAH1B3 inh | pPAFAH inh
O=C1NC(=S)NC(=O)C1=Cc1cccc2cc3ccccc3cc12 | 20 | · | 0 | 12 | ·
C=CCCC1(C(C)C)C(=O)NC(=S)NC1=O | 7 | · | 3 | -4 | ·
C[C@]12CCC3C(CC[C@H]4[C@H](O)[C@H](O)CC[C@]34C)C1CCC2=O (stereo partly specified) | 0 | · | 1 | 5 | ·
CCCCN1C(=O)/C(=C/C=C/c2ccco2)C(=O)NC1=S | -29 | · | -22 | -52 | ·
c1ccc2c(c1)CNCc1cnnn1-2 | 9 | · | 1 | 6 | ·
COC1C(O)C(C)OC(OC2CCC3(C)C(CCC4C3C(O)CC3(C)C(C5=CC(=O)OC5)CCC43O)C2)C1O (stereo unspecified) | 0 | · | -3 | 4 | ·
C[C@]12CCC3C(CC[C@H]4C[C@@H](O)CC[C@]34C)C1C[C@@H](O)[C@@H]2O (stereo partly specified) | -2 | · | 4 | 7 | ·
CN1CCN(Cc2cc(=O)n3ccsc3n2)CC1 | 4 | · | 3 | 5 | ·
CN1CC[C@@]2(C)c3cc(O)ccc3N(C)[C@@H]12 | 3&1 | · | 13&6 | 40* | ·
CC(=O)Nc1ccc(S(=O)(=O)N2Cc3cnnn3-c3ccccc3C2C#N)cc1 (stereo unspecified) | 2 | · | 3 | 4 | ·
CS(=O)(=O)N1Cc2ccccc2-n2nncc2C1 | -4 | · | 5 | 4 | ·
Cc1cccc(C)c1N1CCN(c2c(C)cccc2C)CC1 | 0 | · | -1 | 5 | ·
CNC(=O)Oc1ccccc1OC(C)C | -1 | · | -3 | 4 | ·
COc1ccc(CC2NCC(O)C2OC(C)=O)cc1 (stereo unspecified) | 2 | · | 5 | 9 | ·
CC(=O)OC1(C)CC(C)C(=O)C(C(O)CC2CC(=O)NC(=O)C2)C1 (stereo unspecified) | -3 | · | 5 | 5 | ·
N#CC1c2ccccc2-n2nncc2CN1S(=O)(=O)c1ccc(Cl)cc1 (stereo unspecified) | 7 | · | 4 | 2 | ·
O=C1NC(=S)N(c2ccc(F)cc2)C(=O)/C1=C\c1ccoc1 | 50* | · | 9 | 7 | ·
COc1ccc(NP2(=O)NCCCN2)cc1 | -4 | · | -3 | 7 | ·
S=C(N1CCCCCC1)N1CC1 | 4 | · | 5 | 5 | ·
CNC(=O)Oc1cc2c(cc1C(C)(C)C)CCC2 | -6 | · | 9 | 5 | ·
CC12CCC3c4ccc(OC(=O)N(CCCl)CCCl)cc4CCC3C1CCC2O (stereo unspecified) | 7 | · | -5 | 7 | ·
CNC1(c2ccccc2Cl)CCCCC1=O (stereo unspecified) | 4 | · | 3 | 19 | ·
COc1cc2c(c(OC)c1O)-c1ccc(OC)c(=O)cc1C(NC(=O)C(F)(F)F)CC2 (stereo unspecified) | 5 | · | 3 | 9 | ·
Nc1ccc(Sc2ccc(N)cc2)cc1 | 4 | · | 18 | 7 | ·
C=C(C)C1(CCCC)C(=O)NC(=S)NC1=O | 4 | · | 4 | 14 | ·
CC1=C(C)CC2(CC1)C(=O)NC(=O)NC2=O | 3 | · | 2 | 7 | ·
Cn1cc(C(=O)OCC(=O)NC2(C#N)CCCCC2)c2ccccc21 | 81* | · | 6 | 6 | ·

Bioassay records from PubChem BioAssay.
